Source: PubChem (Sanford-Burnham Center for Chemical Genomics)
tim10-1 inh: growth inhibitors of tim10-1 mutant yeast. inhibition, % at 20 µM. S. cerevisiae tim10-1 ts strain growth, BacTiter-Glo, 24 h. AID 463190. hit rate 2.2% among 330,000;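 active = inhibition of at least 40%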;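 also: mutant grown at 25 °C; 0% = DMSO wells with yeast and 100% = wells holding no yeast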
tim23-1 inh: tim23-1 yeast growth inhibition. S. cerevisiae tim23-1 growth, BacTiter-Glo luminescence, 24 h. inhibition, % at 20 µM. hit rate 1.3% among 330,000. AID 463212;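 active = growth inhibition of the mutant yeast at or above 50%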;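 also: temperature-sensitive mutant grown at 25 °C; plate controls were DMSO-treated mutant yeast for no effect and medium wells lacking yeast for full effect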
APJ agonist: activates the human apelin receptor APJ | CHO-K1 APJ PathHunter beta-arrestin, luminescence; 0% DMSO wells, 100% apelin | hit rate 0.11% among 330,000 | activation, % at 20 µM;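 active = activation more than six SD over the plate average, tested at 20 µM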;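 also: 0% = DMSO alone and 100% = apelin-13 at 10 nM; some results filed as inactive read as strong as hits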
Target sequence (P35414 whole entry, looked up): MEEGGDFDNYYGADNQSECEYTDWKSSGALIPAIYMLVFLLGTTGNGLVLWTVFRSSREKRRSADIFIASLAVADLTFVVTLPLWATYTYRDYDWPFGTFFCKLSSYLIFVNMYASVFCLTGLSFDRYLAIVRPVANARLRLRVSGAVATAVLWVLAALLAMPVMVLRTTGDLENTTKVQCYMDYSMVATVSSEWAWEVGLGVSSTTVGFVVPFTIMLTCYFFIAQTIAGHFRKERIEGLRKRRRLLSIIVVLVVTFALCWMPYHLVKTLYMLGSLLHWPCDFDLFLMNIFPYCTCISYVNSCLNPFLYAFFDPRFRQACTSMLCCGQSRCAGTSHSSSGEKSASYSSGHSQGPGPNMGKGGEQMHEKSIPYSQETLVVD
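Test system: CHO-K1 APJ beta-arrestin complementation cell line. Amount: cell density 1000 per well. Controls: DMSO negative, 10 nM Apelin-13 positive. Signal: luminescent beta-gal fragment complementation, chemiluminescent substrate. Read-out basis: agonist-driven arrestin binding to APJ. Timing: compound stimulation 90 min at 25 °C, detection 60 min.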
APJ antag: APJ receptor antagonism. P35414. CHO-K1 APJ beta-arrestin complementation, luminescence. inhibition, % at 20 µM. hit rate 0.32% among 330,000. AID 2521;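 active = inhibition above about 40% at 20 µM, limit read from the data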;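 also: cells challenged with 10 nM apelin-13 agonist together with compound; plate controls were apelin-13 plus DMSO wells for no effect and DMSO wells lacking apelin-13 for full effect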
TIM10 inh: TIM10 yeast growth inhibition | inhibition, % at 10 µM | hit rate 1.4% among 330,000 | AID 463195 | S. cerevisiae TIM10 strain growth, BacTiter-Glo luminescence, 24 h;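 active = inhibition of 40% or more at the single tested concentration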;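 also: wild-type TIM10 isogenic control strain grown at permissive 25 °C; 0% = DMSO yeast wells and 100% = minimal medium wells without yeast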
NR3A LBD binder: NR3A (human) ligand-binding domain modulation. NR3A LBD differential scanning fluorimetry, Tm shift; 0% = protein alone, 100% = glycine-bound protein. Tm shift relative to glycine control, % at 25 µM. hit rate 2.5% among 340,000;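 active = melting temperature shift of at least 10% of the positive control shift, at one fixed dose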
MPTP block: permeability transition pore inhibition; isolated mouse mitochondria, Ca2+ swelling absorbance, 30 min; inhibition, % at 10 µM; hit rate 1.4% among 360,000; AID 602449;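 active = inhibition of 50% or more, scaled per plate between neutral and stimulator controls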;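 also: 0% = DMSO wells given calcium and 100% = 1 mM EGTA wells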
MIN6 prolif: MIN6 beta-cell proliferation induction; MIN6 cells proliferation, ATPlite luminescence, 48 h; cells starved in 0.2% serum; 100% = growth in 10% serum; proliferation, % at 10 µM; hit rate 0.29% among 330,000; AID 2380;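 active = compounds whose signal lies at least 3.5 SD above the mean of all wells on their plate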;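 also: 0% = DMSO-treated cells in low-serum medium and 100% = 10% serum control; some compounds called inactive have numbers as strong as hits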
NLRP3 yeast inh: inhibitors of NALP3 inflammasome in yeast; Yeast reconstituted NLRP3/ASC/caspase-1, beta-gal luminescence, 24 h; hit rate 0.39% among 330,000; AID 2825; inhibition, % at 10 µM;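 active = inhibition of 50% or more; inactive = inhibition below 50%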;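 also: plate controls were induced DMSO wells for no effect and uninduced yeast grown without galactose for full effect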
* marks the source's active call; other numbers are inactive results.

Cc1c(NC(=O)COC(=O)c2ccc(S(=O)(=O)N3CCOCC3)cc2)c(=O)n(-c2ccccc2)n1C was read as tim10-1 inh 3.2, tim23-1 inh 14.2, APJ agonist -6.3, APJ antag 7.1, TIM10 inh -10.8, NR3A LBD binder 0.9, MPTP block -0.8, MIN6 prolif -1.0 and NLRP3 yeast inh 11.1.
For CN(C)C(=O)c1ccc(NC(=O)COc2ccc([N+](=O)[O-])cc2)cc1 the results were tim10-1 inh 5.5, tim23-1 inh -0.6, APJ agonist -1.3, APJ antag 13.6, TIM10 inh -2.0, NR3A LBD binder -0.9, MPTP block -0.6, MIN6 prolif 0.0 and NLRP3 yeast inh 3.3.
Screening Cc1nn(CCO)c2ncc(C(=O)c3cc(F)ccc3O)cc12 returned tim10-1 inh -1.8, tim23-1 inh 7.3, APJ agonist -1.3, APJ antag 9.0, TIM10 inh -15.3, NR3A LBD binder 0.2, MPTP block -1.0, MIN6 prolif 3.5 and NLRP3 yeast inh 16.1.
Cc1c(C(=O)N2CCCCC2CCN2CCCC2=O)oc2c(F)cccc12 (stereo unspecified) was read as tim10-1 inh 37.1, tim23-1 inh 16.5, APJ agonist -2.6, APJ antag 4.9, TIM10 inh 5.3, NR3A LBD binder 1.8, MPTP block 0.0, MIN6 prolif -1.5 and NLRP3 yeast inh 12.9.
CCCCNC(=O)c1sc2ncnc(N3CCc4ccccc4C3)c2c1C was read as tim10-1 inh 47.5*, tim23-1 inh 54.8*, APJ agonist -1.7, APJ antag 20.8, TIM10 inh 43.2*, NR3A LBD binder -5.6, MPTP block 1.6, MIN6 prolif -2.8 and NLRP3 yeast inh 17.4.
Screening CNC(=O)COC(=O)c1cccnc1SC returned tim10-1 inh -8.0, tim23-1 inh -8.5, APJ agonist -2.8, APJ antag 8.0, TIM10 inh -1.3, NR3A LBD binder 1.1, MPTP block -2.3, MIN6 prolif -2.3 and NLRP3 yeast inh 10.8.
Screening CCn1c2ccc(CC(=O)O)cc2c2cc(CC(=O)O)ccc21 returned tim10-1 inh -5.0, tim23-1 inh 0.8, APJ agonist -3.7, APJ antag 24.3, TIM10 inh -7.9, NR3A LBD binder -0.1, MPTP block -1.6, MIN6 prolif -1.3 and NLRP3 yeast inh 1.2.
Cc1ccc(S(=O)(=O)n2nc(-c3ccco3)nc2SCc2ccccc2)cc1 was read as tim10-1 inh 29.9, tim23-1 inh 20.1, APJ agonist -7.6, APJ antag 9.0, TIM10 inh 20.1, NR3A LBD binder 2.1, MPTP block -1.6, MIN6 prolif -3.0 and NLRP3 yeast inh 2.4.
Screening CCCCc1cc(=O)oc2c(C)c(OCC(=O)N3C[C@H]4C[C@@H](C3)c3cccc(=O)n3C4)ccc12 returned tim10-1 inh -1.0, tim23-1 inh 4.7, APJ agonist -3.3, APJ antag -6.9, TIM10 inh -2.0, NR3A LBD binder -3.1, MPTP block -0.1, MIN6 prolif -2.5 and NLRP3 yeast inh 3.8.
Screening O=C(c1ccccc1)n1nc(-c2ccccc2)nc1NCc1ccco1 returned tim10-1 inh 6.7, tim23-1 inh 19.2, APJ agonist -3.6, APJ antag 11.0, TIM10 inh 13.8, NR3A LBD binder -1.0, MPTP block -1.8, MIN6 prolif -0.4 and NLRP3 yeast inh 16.6.
`COc1cccc(CC(CC(=O)O)C(=O)Nc2cc(C)ccc2C)c1` (stereo unspecified) gave tim10-1 inh -4.5, tim23-1 inh -6.6, APJ agonist -0.2, APJ antag -4.0, TIM10 inh -6.7, NR3A LBD binder -3.2, MPTP block 0.2, MIN6 prolif -1.5 and NLRP3 yeast inh 5.6.
For CCc1ccc2c(CN3CCN(S(=O)(=O)c4ccccc4F)CC3)cc(=O)oc2c1 the results were tim10-1 inh 17.7, tim23-1 inh 37.0, APJ agonist -3.9, APJ antag 0.6, TIM10 inh 23.8, NR3A LBD binder 1.9, MPTP block -1.0, MIN6 prolif -4.0 and NLRP3 yeast inh 21.4.
`COc1ccc(C#Cc2c(C=O)n(C)c3ccccc23)cc1` gave tim10-1 inh -6.7, tim23-1 inh 41.7, APJ agonist -2.0, APJ antag -13.5, TIM10 inh 19.7, NR3A LBD binder -5.2, MPTP block 1.4, MIN6 prolif -6.7 and NLRP3 yeast inh 8.7.
O=C(CN1CCCCC1)Nc1ccc(S(=O)(=O)NC2CCCCC2)cc1 was read as tim10-1 inh -3.8, tim23-1 inh 1.1, APJ agonist 1.7, APJ antag 0.5, TIM10 inh -1.2, NR3A LBD binder -6.5, MPTP block -1.5, MIN6 prolif -1.2 and NLRP3 yeast inh 2.2.
For Cc1ccc(-c2c(C(=O)N/N=C/c3ccc(OC(C)C)cc3)nnn2-c2nonc2N)cc1 the results were tim10-1 inh 14.1, tim23-1 inh 6.7, APJ agonist 4.0, APJ antag -16.5, TIM10 inh -6.6, NR3A LBD binder 8.1, MPTP block -1.5, MIN6 prolif -3.5 and NLRP3 yeast inh 13.4.
`COC(=O)Cn1c(=O)c2c(nc3n2CCCN3CCc2ccc(OC)c(OC)c2)n(C)c1=O` gave tim10-1 inh -1.2, tim23-1 inh 2.9, APJ agonist -1.7, APJ antag 14.2, TIM10 inh 10.9, NR3A LBD binder -0.5, MPTP block -0.2, MIN6 prolif -2.8 and NLRP3 yeast inh 3.0.
`S=C(NCCN1CCOCC1)Nc1ccc(Br)cc1` gave tim10-1 inh 0.2, tim23-1 inh -4.6, APJ agonist -1.0, APJ antag 6.6, TIM10 inh -4.7, NR3A LBD binder 2.9, MPTP block 0.1, MIN6 prolif 0.2 and NLRP3 yeast inh 10.0.
O=C(Nc1nnc(SCc2ccc(F)cc2)s1)c1ccccn1 was read as tim10-1 inh 19.6, tim23-1 inh 10.3, APJ agonist -11.7, APJ antag 77.9*, TIM10 inh -0.2, NR3A LBD binder -12.2, MPTP block -3.0, MIN6 prolif -5.4 and NLRP3 yeast inh 41.0.
For CCC(=O)N/C(N)=N/c1nc(C)c2cc(C)c(C)cc2n1 the results were tim10-1 inh 22.3, tim23-1 inh 34.3, APJ agonist -0.2, APJ antag 16.3, TIM10 inh 39.5, NR3A LBD binder -0.3, MPTP block 0.0, MIN6 prolif -6.4 and NLRP3 yeast inh 16.3.
For CC(=O)c1sc(NC(=O)c2c(F)cccc2F)nc1-c1ccccc1 the results were tim10-1 inh 51.5*, tim23-1 inh 31.0, APJ agonist -6.2, APJ antag 11.2, TIM10 inh 27.4, NR3A LBD binder -2.2, MPTP block 3.3, MIN6 prolif -3.3 and NLRP3 yeast inh 18.3.
Cc1cccc(NC(=O)c2nc[nH]c2C(=O)NCc2ccccc2)c1 was read as tim10-1 inh 11.6, tim23-1 inh 33.0, APJ agonist -2.6, APJ antag 10.6, TIM10 inh 12.8, NR3A LBD binder 2.4, MPTP block 3.6, MIN6 prolif -6.9 and NLRP3 yeast inh 1.9.
For O=C(NC1CCCC1)C1CCN(C(=O)c2ccc(Cl)cc2)CC1 the results were tim10-1 inh 17.2, tim23-1 inh 13.3, APJ agonist 0.6, APJ antag 28.8, TIM10 inh -10.5, NR3A LBD binder -1.3, MPTP block -0.3, MIN6 prolif -0.4 and NLRP3 yeast inh 10.3.
CCn1cc(C(=O)N2CCc3ccccc32)c(=O)c2cc(S(=O)(=O)N3CCOCC3)ccc21 was read as tim10-1 inh 10.8, tim23-1 inh -3.5, APJ agonist -1.8, APJ antag 5.8, TIM10 inh 11.9, NR3A LBD binder 0.3, MPTP block 1.4, MIN6 prolif -2.2 and NLRP3 yeast inh 2.0.
For Cc1cc(NC(=O)CSCCO)no1 the results were tim10-1 inh 17.2, tim23-1 inh 20.5, APJ agonist 5.4, APJ antag -13.3, TIM10 inh -1.4, NR3A LBD binder 1.7, MPTP block 0.0, MIN6 prolif 1.9 and NLRP3 yeast inh 13.4.
For Cc1cccc(N2CCN(C(=O)COc3cccc4c3OC(C)(C)C4)CC2)c1C the results were tim10-1 inh 30.3, tim23-1 inh 45.3, APJ agonist -7.6, APJ antag 8.4, TIM10 inh 18.8, NR3A LBD binder 0.2, MPTP block 9.5, MIN6 prolif -5.2 and NLRP3 yeast inh 21.2.
CCOC(=O)c1ccc(-c2ccc(CO)o2)cc1 was read as tim10-1 inh 13.6, tim23-1 inh -2.9, APJ agonist -2.8, APJ antag 6.9, TIM10 inh 3.6, NR3A LBD binder 3.0, MPTP block 1.5, MIN6 prolif -2.5 and NLRP3 yeast inh 30.8.
CC(C)Cc1cc(C(=O)NCc2ccco2)no1 was read as tim10-1 inh -3.8, tim23-1 inh -2.8, APJ agonist -4.5, APJ antag 11.0, TIM10 inh -8.2, NR3A LBD binder 7.0, MPTP block 0.1, MIN6 prolif -2.1 and NLRP3 yeast inh 18.3.
Screening COC(=O)c1cc(NC(=O)Cc2ccccc2[N+](=O)[O-])ccc1Cl returned tim10-1 inh 12.1, tim23-1 inh 15.9, APJ agonist 2.9, APJ antag -7.7, TIM10 inh 17.2, NR3A LBD binder 0.8, MPTP block 1.2, MIN6 prolif 0.0 and NLRP3 yeast inh 7.3.
Screening CCN(CC)P(=O)(Nc1ccc([N+](=O)[O-])cc1)c1c(C)nn(CCC#N)c1NC(=O)c1ccc(Cl)cc1 (stereo unspecified) returned tim10-1 inh 11.6, tim23-1 inh 6.3, APJ agonist 2.6, APJ antag 9.5, TIM10 inh -2.8, NR3A LBD binder -0.6, MPTP block 1.0, MIN6 prolif -0.8 and NLRP3 yeast inh 17.6.
For O=C(CSc1ncn[nH]1)N1CCN(S(=O)(=O)c2ccccc2)CC1 the results were tim10-1 inh -8.4, tim23-1 inh -6.8, APJ agonist -0.1, APJ antag 14.0, TIM10 inh 2.4, NR3A LBD binder -0.6, MPTP block 2.7, MIN6 prolif -2.1 and NLRP3 yeast inh 6.7.
`CCOC(=O)C1=C(COC(=O)COc2ccc(C#N)cc2)NC(=O)NC1C` (stereo unspecified) gave tim10-1 inh -4.6, tim23-1 inh 12.4, APJ agonist 7.8, APJ antag 14.7, TIM10 inh 8.1, NR3A LBD binder 0.2, MPTP block 1.3, MIN6 prolif -0.2 and NLRP3 yeast inh 14.2.
O=c1c2ccccc2ncn1-c1ccc2c(c1)OCCO2 was read as tim10-1 inh -5.2, tim23-1 inh 1.8, APJ agonist -3.7, APJ antag 3.6, TIM10 inh 7.2, NR3A LBD binder -0.3, MPTP block -0.7, MIN6 prolif 3.3 and NLRP3 yeast inh 16.8.
CN(C)/C=C/C(=O)c1cccc(C(F)(F)F)c1 was read as tim10-1 inh 2.7, tim23-1 inh 18.5, APJ agonist -0.6, APJ antag 12.6, TIM10 inh 7.4, NR3A LBD binder -4.1, MPTP block 0.4, MIN6 prolif -4.7 and NLRP3 yeast inh 4.0.
Screening O=C(c1ccc(Sc2ccc(F)cc2)c([N+](=O)[O-])c1)N1CCOCC1 returned tim10-1 inh 29.5, tim23-1 inh 11.0, APJ agonist -3.6, APJ antag 3.5, TIM10 inh 1.1, NR3A LBD binder -2.7, MPTP block 1.1, MIN6 prolif 0.3 and NLRP3 yeast inh -12.7.
Cc1c(C(=O)NC(C(C)C)C(C)C)cccc1[N+](=O)[O-] was read as tim10-1 inh 10.1, tim23-1 inh 13.1, APJ agonist 4.1, APJ antag 1.5, TIM10 inh -8.0, NR3A LBD binder -0.6, MPTP block -0.2, MIN6 prolif -1.9 and NLRP3 yeast inh 11.2.
